Compound activity from PubChem.
MEP2-GFP yeast – modulators of MEP2-GFP levels in yeast, primary screen, S. cerevisiae, multiplex flow cytometry, MLPCN library; S. cerevisiae MEP2-GFP strain, 3 h; 100% = DMSO control level; 0.51% of 330,000 active; GFP response vs DMSO, % at 10 µM;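 active means GFP response versus DMSO above a set limit, roughly screen mean plus 3 SD, cut at about 180% in these data; inconclusive means fewer than 70 cells counted for a yeast strain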;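 further: median GFP fluorescence of the barcode-gated MEP2-GFP cells per well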
RPL19A-GFP yeast – RPL19A-GFP expression modulators in yeast, primary screen, cell-based, S. cerevisiae, multiplex flow cytometry, MLPCN; S. cerevisiae RPL19A-GFP strain, 3 h; stronger effect = lower value; percent response vs DMSO, % at 10 µM; 0.3% of 330,000 active; AID 2025, 2009;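 active means percent response vs DMSO below 50%; inconclusive means fewer than 70 events counted for the yeast strain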;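 further: median channel GFP fluorescence of the barcoded RPL19A-GFP strain; ratio of sample median GFP to plate DMSO average so 100% = DMSO; lower means less RPL19A-GFP as with rapamycin TOR inhibition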
Yeast superoxide – reduction of superoxide in aged yeast, primary screen, HTS; S. cerevisiae aged cells, superoxide DHE fluorescence; stronger effect = lower value; superoxide response (% of plate mean), % at 10 µM; AID 2690, 2010; 0.18% of 330,000 active;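 active means superoxide response under a set limit, about three screen SD below normal, cut at about 65% in these data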;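 further: yeast aged for seven days with compound at 30 °C before DHE staining; 100% = average MFI of all compound-treated wells on the plate with controls excluded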
AHR activator – AHR activators, primary screen, cell-based, luminescence, luciferase reporter, human. 2.5% of 320,000 active. AID 2796, 2010. activation, % at 5 µM. Aryl hydrocarbon receptor (Homo sapiens), P35869. AHR-responsive luciferase reporter cells; in the data active means activation above about 47%;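 further: 0% = vehicle wells and 100% = reference agonist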
Target sequence (P35869 whole entry, looked up): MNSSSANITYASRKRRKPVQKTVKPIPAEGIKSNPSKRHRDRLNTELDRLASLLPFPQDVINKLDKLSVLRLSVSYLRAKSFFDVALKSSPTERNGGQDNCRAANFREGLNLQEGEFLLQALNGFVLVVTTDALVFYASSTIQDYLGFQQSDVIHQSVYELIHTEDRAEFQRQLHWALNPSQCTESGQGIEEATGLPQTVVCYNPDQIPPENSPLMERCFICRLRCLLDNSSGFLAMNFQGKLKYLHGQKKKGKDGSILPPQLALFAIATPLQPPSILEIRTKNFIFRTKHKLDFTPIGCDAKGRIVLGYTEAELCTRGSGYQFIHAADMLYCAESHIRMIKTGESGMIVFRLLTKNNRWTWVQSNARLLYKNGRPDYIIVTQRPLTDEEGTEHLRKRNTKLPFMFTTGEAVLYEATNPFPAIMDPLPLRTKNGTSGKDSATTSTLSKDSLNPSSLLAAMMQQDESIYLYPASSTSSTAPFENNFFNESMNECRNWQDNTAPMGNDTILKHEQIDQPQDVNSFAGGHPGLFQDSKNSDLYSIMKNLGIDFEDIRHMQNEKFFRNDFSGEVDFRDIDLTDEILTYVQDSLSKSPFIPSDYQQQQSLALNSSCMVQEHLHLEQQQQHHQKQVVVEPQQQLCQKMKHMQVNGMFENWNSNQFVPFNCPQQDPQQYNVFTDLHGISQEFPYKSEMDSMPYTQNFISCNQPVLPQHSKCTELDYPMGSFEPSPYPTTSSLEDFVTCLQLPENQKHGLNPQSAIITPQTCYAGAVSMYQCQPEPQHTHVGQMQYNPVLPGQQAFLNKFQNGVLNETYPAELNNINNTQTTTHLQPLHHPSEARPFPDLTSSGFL
CIT2 TOR yeast – modulators of CIT2-GFP expression in yeast, primary screen, S. cerevisiae, GFP fusion, multiplex flow cytometry, MLPCN library | S. cerevisiae CIT2-GFP strain, 3 h; 100 means same as DMSO wells | GFP response vs DMSO, % at 10 µM | 0.065% of 320,000 active;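 active means GFP response relative to DMSO above a set limit, near the screen mean plus 3 SD, cut at about 150% in these data; inconclusive means Fewer than 70 cells measured for a yeast strain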;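 further: ratio of well median GFP fluorescence to mean of DMSO wells on the plate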
Efflux pump inh – inhibitors of Candida efflux pumps in yeast, primary screen, S. cerevisiae, Nile Red, multiplex. AID 485275, 2010. inhibition, % at 10 µM. S. cerevisiae Candida pump triplex. 0.44% of 330,000 active;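 active means plate passing quality check with inhibition over a set limit, or well fluorescence over plate mean plus 4 SD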;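 further: Nile Red retained in pooled yeast measured as flow cytometry median fluorescence; 0% = buffer negative control and 100% = Enniatin B positive control; higher means more Nile Red kept so more efflux inhibition; some compounds called inactive have numbers as strong as hits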
LAP4 TOR yeast – modulators of LAP4-GFP expression in yeast, primary screen, S. cerevisiae, multiplex flow cytometry, MLPCN library; 0.34% of 320,000 active; GFP response vs DMSO, % at 10 µM; 3 h; median GFP as percent of DMSO wells;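 active means GFP response vs DMSO above a set limit, about the screen mean plus 3 SD, cut at about 150% in these data; inconclusive means under 70 cell events counted for the yeast strain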
AGP1 TOR yeast – modulators of AGP1-GFP expression in yeast TOR pathway, primary screen, cell-based, multiplex flow cytometry, S. cerevisiae, MLPCN library; 3 h; GFP as percent of DMSO wells; GFP response vs DMSO, % at 10 µM; 0.02% of 320,000 active; AID 2066, 2009;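 active means GFP response relative to DMSO above a set limit, near screen average plus 3 SD, cut at about 150% in these data; inconclusive means fewer than 70 cells counted for the yeast strain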;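 further: median GFP channel fluorescence of the gated AGP1 strain per well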
* hit, by the source's call; i = inactive; ? = inconclusive; nt = no result given; [ ] = dose if it differs, or a comment.

The line under a structure holds: AGP1 TOR yeast | AHR activator | Yeast superoxide | CIT2 TOR yeast | MEP2-GFP yeast | RPL19A-GFP yeast | LAP4 TOR yeast | Efflux pump inh
- COc1cc(OC)cc(C(=O)NCC(=O)OC2CCOC2=O)c1 (stereo not drawn)
  106 | 0 | 100 | 98 | 107 | 101 | 108 | 0.0
- O=c1cnn(Cc2c(Cl)cccc2Cl)c2ccccc12
  ? | -2 | 106 | ? | ? | ? | ? | -0.2
- COc1ccc(NS(=O)(=O)c2ccc(C)c(NC(=O)c3ccc(C)c(S(=O)(=O)N4CCOCC4)c3)c2)cc1
  105 | 1 | 96 | 113 | 130 | 107 | 104 | 0.1
- COc1cc2ccccc2cc1C(=O)N1CCCC(C(F)(F)F)C1 (stereo not drawn)
  107 | 3 | 119 | 102 | 102 | nt | 117 | 0.5
- COc1ccc2[nH]c3c(c2c1)CCN1C(=O)N([C@@H](C)C(=O)NCC2CCCO2)C(=O)[C@]31C (stereo partly drawn)
  99 | 6 | 108 | 94 | 94 | 99 | 104 | 0.0
- Cc1oc(-c2ccccc2F)nc1CS(=O)CC(=O)NCc1ccc(Cl)cc1 (stereo not drawn)
  99 | 3 | 91 | 94 | 101 | 101 | 97 | 0.1
- O=C(NCc1ccccc1F)C1CCCN1C(=O)NC1CCCCC1 (stereo not drawn)
  93 | 16 | 91 | 94 | 92 | 95 | 90 | 0.0
- Cc1nn(CCC(=O)NCc2ccc(N(C)C)cc2)c(=O)c2nn(-c3ccccc3)c(C)c12
  108 | 2 | i | 102 | 105 | 103 | 109 | -0.1
- Cn1c(=O)cc(N)n(Cc2ccccc2)c1=O
  86 | 1 | 104 | 95 | 91 | 100 | 102 | -0.1
- O=C(c1cccc(S(=O)(=O)Nc2ccc(Br)cc2)c1)N1CCCC1
  95 | 0 | 106 | 93 | 94 | 91 | 95 | 0.0
- O=C(CN1C(=O)NC2(CCCC2)C1=O)N1CCN(S(=O)(=O)c2ccccc2F)CC1
  107[may fluoresce green] | 2 | 97 | 103[may fluoresce green] | 106[may fluoresce green] | 103[may fluoresce green] | 102[may fluoresce green] | 0.6
- Cc1cc(Cl)ccc1OCCCC(=O)N1CCN(C)CC1
  95 | 2 | 99 | 98 | 92 | 90 | 87 | -0.1
- C[C@@]12C(=O)Nc3ccc(F)cc3C(=O)N1[C@H]1c3cc(Cl)ccc3OC[C@@H]1[C@@H]2c1ccccc1
  97 | 1 | 102 | 100 | 97 | 98 | 94 | -0.1
- CC(C)(C)OC(=O)N1CCNc2ccccc2C1
  107 | 0 | 92 | 111 | 99 | 96 | 95 | 0.1
- O=C(O)CCN1C(=O)/C(=C2\C(=O)N(Cc3ccc(F)cc3)c3ccccc32)SC1=S
  97 | 3 | 108 | 97 | 100 | 102 | 88 | 0.1
- Cc1onc(-c2ccccc2)c1C(=O)OCCOc1ccccc1F
  103 | 2 | 93 | 101 | 102 | 102 | 106 | 0.1
- CCN(CC(=O)NCc1cccs1)c1ccc(S(=O)(=O)N2CCN(C)CC2)cn1
  103 | 1 | 101 | 104 | 108 | 100 | 103 | 0.0
- CN1C(=O)NC(c2ccccc2)(C(F)(F)F)S/C1=C(/C#N)c1nnc(N2CCOCC2)n1-c1ccccc1 (stereo not drawn)
  107 | 6 | 91 | 111 | 110 | 105 | 102 | 0.0
- C/C(=N\NC(=O)Cc1cc(=O)[nH][nH]1)c1cccc([N+](=O)[O-])c1
  101 | 6 | 100 | 108 | 108 | 104 | 91 | 0.1
- CCS(=O)(=O)CCSc1nc2c(cc1C#N)CCCC2
  87 | 15 | 95 | 92 | 99 | 95 | 95 | 0.0
- COC(=O)c1ccc(CN2CCCC(C(=O)c3ccccc3OC)C2)cc1 (stereo not drawn)
  92 | 0 | 99 | 105 | 108 | 100 | 98 | 0.0
- CCOC(=O)c1ccc2c(c1)N(C)C(=O)c1ccccc1S2
  93 | 0 | 104 | 96 | 106 | 99 | 96 | 0.0
- CCC(=O)Nc1cccc(NC(=O)c2cccc([N+](=O)[O-])c2C)c1
  100 | 10 | 111 | 99 | 104 | 105 | 93 | 0.1
- COc1ccccc1Nc1nc(N)nc(CSc2ncccn2)n1
  98 | 8 | 102 | 97 | 102 | 99 | 97 | 0.1
- NC(=O)CNC(=O)[C@@H]1CC2(CC(c3ccc(Cl)cc3)=NO2)CN1C(=O)c1ccccc1 (stereo partly drawn)
  96 | -2 | 96 | 96 | 99 | 104 | 107 | -0.2
- Cc1ccc(C)c(NC(=S)N(C)CCO)c1
  103 | 1 | 103 | 101 | 110 | 100 | 108 | -0.2
- CCOc1ccc2c(c1)c1nnc(SCC3CCCO3)nc1n2C (stereo not drawn)
  89 | 38 | 96 | 88 | 107 | 103 | 113 | 0.1
- O=C(c1ccc2c3c(cccc13)CC2)N1CCN(c2ncccn2)CC1
  91 | 2 | 93 | 79 | 94 | 90 | 91 | 0.0
- CCOC(=O)c1sc(NC(=S)NC(=O)c2ccco2)nc1C
  97 | 11 | 103 | 100 | 99 | 100 | 90 | 0.2
- NC(=O)C12CCCC(Br)(CCC1)C2
  99 | 1 | 96 | 95 | 92 | 95 | 103 | -0.1
- CN(C(=O)CSc1nc(O)cc(=O)n1-c1ccccc1F)c1ccccc1
  102 | 0 | 50* | nt | 101 | 98 | 94 | 0.0
- Cc1ccc(OCCC(=O)OCC(=O)NCCc2ccccc2)cc1
  90 | 1 | 104 | 86 | 92 | 104 | 98 | -0.1
- O=C(CCN1C(=O)/C(=C/c2ccc(Cl)cc2)SC1=S)NC1C=CS(=O)(=O)C1 (stereo not drawn)
  102 | 0 | 89 | 98 | 95 | 98 | 97 | 0.1
- CCc1nnc(NC(=O)C2CC(=O)N(c3ccc4c(c3)OCCO4)C2)s1 (stereo not drawn)
  106 | -3 | 99 | 101 | 103 | 101 | 102 | 0.3
- CCC1C(=O)N=C(SCC(=O)Nc2cccc3ccccc23)NC1=O (stereo not drawn)
  99 | 6 | 82 | 98 | 101 | 98 | 100 | 0.0
- COc1ccc(C(=O)Nc2nc3ccccc3[nH]2)cc1
  98 | 50* | 103 | 97 | 114 | 108 | 97 | -0.3
- O=C(COC(=O)Cn1cnc2ccccc2c1=O)NNC(=O)c1ccc(Br)cc1
  99 | 1 | 106 | 96 | 100 | 102 | 97 | 0.8*
- COc1ccc2oc(C(=O)OCc3c(C)noc3C)c(C)c2c1
  94 | -2 | 105 | 104 | 105 | 99 | 110 | 0.0
- CCC(=O)c1cc2c(cc1NC(=O)c1ccc(C)cc1)OCCO2
  109 | 12 | 95 | 110 | 111 | nt | 104 | -0.1
- CC(=Nc1ccccc1)Nc1ccccc1
  103 | -1 | 85 | 93 | 102 | 98 | 101 | 0.0
- CC(=O)NCC(=O)N1CCC(n2nccc2NC(=O)CCCc2ccccc2)CC1
  89 | nt | 86 | 108 | 96 | 105 | 68 | -0.1
- CCn1c(-c2ccccc2)csc1=Nc1ccc(O)cc1
  98 | 9 | 88 | 100 | 98 | 100 | 94 | -0.3
- Cc1cccc(NC(=S)NNC(=S)NC2CCCCC2)c1C
  104 | 9 | 105 | 99 | 103 | 102 | 94 | 0.1
- COc1ccccc1N1CCN(C2CCN(C3CCC(c4ccccc4)CC3)CC2)CC1 (stereo not drawn)
  106 | -1 | 102 | 105 | 101 | 101 | 104 | 0.2
- O=C(COC(=O)c1cccc(Cl)c1)Nc1cccc(S(=O)(=O)NC2=NCCC2)c1
  95 | 3 | 92 | 83 | 95 | 95 | 93 | 0.0
- COc1ccc(CCC(=O)Nc2ccc(Br)cn2)cc1
  96 | 2 | 116 | 78 | 105 | 96 | 124 | 0.1
- CN1CCc2c(OCC(=O)N3CCCc4ccccc43)cccc2C1=O
  106 | 0 | 94 | 95 | 95 | 96 | 103 | -0.3
- CCOCCc1nnc(NC(=O)CCS(=O)(=O)c2ccccc2)s1
  93 | 13 | 105 | 94 | 97 | 96 | 84 | 0.3
- CCCCn1c(SCC(=O)c2ccccc2)nc2c1c(=O)[nH]c(=O)n2C
  90 | 3 | 111 | 97 | 90 | 97 | 87 | -0.1
- CC(C)(C)c1ccc(C(=O)NC(=S)Nc2ccc(N3CCOCC3)cc2)cc1
  99 | 0 | 100 | 95 | 100 | 103 | 100 | 0.0

Later entries
The line under a structure holds: AGP1 TOR yeast | AHR activator | Yeast superoxide | CIT2 TOR yeast | MEP2-GFP yeast | RPL19A-GFP yeast | LAP4 TOR yeast | Efflux pump inh
- CCCN(Cc1ccco1)S(=O)(=O)c1ccc(OC)c(OC)c1
  108 | 0 | 96 | 98 | 102 | 96 | 111 | 0.0
- CC(C)C1Cc2[nH]c(=O)c(C(=O)O)cc2CO1 (stereo not drawn)
  104 | 1 | 104 | 103 | 103 | 103 | 103 | 0.0
- NC(=O)C1CCN(C(=O)CCNS(=O)(=O)c2ccccc2F)CC1
  100 | 1 | 101 | 99 | 96 | 96 | 100 | 0.0
- COc1cccc(CCNC(=O)CC2C(=O)NCCN2Cc2ccc(Cl)c(F)c2)c1 (stereo not drawn)
  99 | 0 | 96 | 94 | 95 | 97 | 96 | 0.1
- c1csc(-c2nnc(-c3ccc(N4CCOCC4)cc3)o2)c1
  88 | 3 | 100 | 89 | 103 | 96 | 114 | 0.0
- COc1ccc(Cl)cc1C(=O)O/N=C(\N)c1ccncc1
  98 | 32 | 101 | 94 | 105 | 93 | 105 | 0.0
- COc1cccc(-n2nnnc2SCC(=O)NCCc2ccc(OC)c(OC)c2)c1
  nt | 2 | 109 | 95 | 93 | 88 | 92 | -0.1
- CC(=O)Nc1ccc(OCc2nnc(-c3ccc(Cl)cc3)o2)cc1
  96 | 4 | 108 | 95 | 94 | 96 | 95 | 0.1
- Cc1ccc2c(c1)/C(=C/c1ccccc1C)C(=O)N2
  88 | 57* | 122 | 84 | 95 | 91 | 102 | 0.3
- CCOC(=O)c1cc2c(ccn2C)n1CC(=O)N1CCN(c2cccc(C(F)(F)F)c2)CC1
  101 | 2 | 81 | 99 | 104 | 99 | 103 | -0.1
- Cc1cccc(NC(=O)CSc2nnc(C)c(=O)n2N)c1C
  106 | 6 | 110 | 114 | 117 | 109 | 109 | 0.0
- COc1ccc(C2C(=O)N(C3CCCCCC3)CC(=O)N2Cc2ccccc2)cc1OC (stereo not drawn)
  111 | 0 | 86 | 112 | 107 | 102 | 110 | 0.2
- CC(=O)Nc1ccc(S(=O)(=O)N2CCOCC2)cc1
  110 | -2 | 91 | 103 | 109 | 101 | 103 | 0.0
- COC(=O)c1ccc(COc2ccc(/C=N/NC(N)=S)cc2)o1
  109 | -1 | 99 | 98 | 98 | 95 | 112 | -0.2
- Cc1ccccc1OCCCc1c(C)n[nH]c1C
  93 | -1 | 105 | 89 | 89 | 93 | 90 | 0.0
- CNC(=S)N1N=C(c2ccc(Br)cc2)CC1c1ccc(OC)cc1 (stereo not drawn)
  93 | 2 | 89 | 90 | 94 | 96 | 90 | 0.0
- COc1ccc(NC(=O)c2nn(C)c3c2CS(=O)(=O)c2ccccc2-3)cc1
  99 | 1 | 125 | 101 | 100 | 97 | 106 | 0.1
- CNC(=O)C1CCN(S(=O)(=O)c2c(C)noc2/C=C/c2ccccc2F)CC1
  98 | -1 | 97 | 95 | 102 | 103 | 103 | 0.3
